HT1080-NT tox = qHTS for induction of synthetic lethality in tumor cells producing 2HG: qHTS for the HT-1080-NT fibrosarcoma cell line | Potency, µM (highest dose often 46.1 µM), for the others: at the highest dose activity, negative = less viability, hits mostly cytotoxic | AID 686970, 2013 | HT-1080-NT fibrosarcoma viability, CellTiter-Glo ATP luminescence, 48 h | actives 1.6% (n = 360,000);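 note: NT is the 2HG producing partner of a matched IDH1 knockdown line; potency is the fitted concentration of half-maximal effect; 0% = DMSO-treated cells and -100% = media-only wells without cells; nearly all actives have a fitted effect of over 55% in size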
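Luminescent CellTiter-Glo readout after 48 hours of compound exposure at 37 degrees C defined viability of HT-1080-NT cells. Activity was normalized to DMSO wells and cell-free media wells; concentration-response curves were fitted and assigned curve classes.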
MCF10A rereplic = A quantitative high throughput screen for small molecules that induce DNA re-replication in MCF 10a normal breast cells; MCF 10A DNA re-replication, Hoechst nuclear intensity, 48 h; Potency, µM (doses to about 46.1 µM), without a hit: at the highest dose activity, positive = re-replication, most hits filed as activators; actives 2.9% (n = 350,000); AID 624296, 2012; note: potency is the fitted concentration of half-maximal effect; % of control where 0% means no effect; nearly all actives have a fitted effect of over 50% in size
IL1B secr inh = qHTS for Inhibitors of Inflammasome Signaling: IL-1-beta AlphaLISA Primary Screen | THP-1 LPS/ATP IL-1B secretion, AlphaLISA, 16 h; hits give low values | actives 4.7% (n = 360,000) | activity change, % at 57.5 µM; in the data active = activity change below about -50%; inconclusive = mostly about -30% to -49%; note: % is set by controls: 0 for no effect and ±100 for the full control effect
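THP-1 cells pretreated 1 hr with compounds (up to 57.5 uM final), then stimulated with LPS (250 ng/mL final) plus ATP (1.25 mM final); secreted IL-1B measured by AlphaLISA after 16 hr, decreased signal indicating inhibition.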
HT1080 IDH1KD tx = qHTS for induction of synthetic lethality in tumor cells producing 2HG: qHTS for the HT-1080-IDH1KD cell line. Potency, µM (highest dose often 46.1 µM), for inactives: at the highest dose activity, negative = toxicity, usual class: cytotoxic. AID 686971, 2013. HT-1080 IDH1 knockdown viability, ATP luminescence, 48 h. actives 2% (n = 360,000);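 note: potency is the fitted concentration of half-maximal effect; 0% = DMSO wells and -100% = cell-free medium wells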
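After a 2 h attachment period, IDH1KD HT-1080 cells took pin-transferred compound for 48 h at 37 °C; ATP-based luminescence after 10 min room-temperature reagent incubation reported viability.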
SW480 rereplic = A quantitative high throughput screen for small molecules that induce DNA re-replication in SW480 colon adenocarcinoma cells; SW480 DNA re-replication, Hoechst DNA content imaging, 48 h; Potency, µM (top dose mostly 46.1 µM), for the others: at the highest dose re-replication activation, usual class: activators; actives 1.8% (n = 340,000); AID 624297, 2012; note: potency is the fitted concentration of half-maximal effect; % of control where 0% means no effect; nearly all actives have a fitted effect of over 55% in size
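250 cells/well; 23 nL cpd via pin tool; 48 hr, 37 C, 5% CO2; Hoechst 40 min; imager read of total nuclear intensity, ex 405/em 500-530 nm.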
KB-V1 cytotox = qHTS assay for MDR1-selective chemotherapeutics: Primary screen using the drug-selected MDR subline cells KB-V1. Potency, µM (highest dose often 46.1 µM), for inactives: top-dose activity change, negative = cytotoxicity, actives largely listed as cytotoxic. KB-V1 MDR cells viability, CellTiter-Glo, 72 h. actives 3.4% (n = 400,000); note: potency is the fitted concentration of half-maximal effect; % is set by controls: 0 for no effect and ±100 for the full control effect; nearly all actives have a fitted effect of over 60% in size
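Following 72 h at 37 degrees C with compound, KB-V1 cell viability was read by CellTiter-Glo luminescence, medium being phenol-red-free DMEM plus 10% FBS; concentration-response parameters came from normalized, curve-fitted qHTS data.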
KB-3-1 cytotox = qHTS assay for MDR1-selective chemotherapeutics: Primary screen using the parental adenocarcinoma cell KB-3-1. AID 1347075, 2019. actives 1.4% (n = 400,000). Potency, µM (titrated, usually from 46.1 µM), inactives show top-dose activity change, negative = cytotoxic, most hits filed as cytotoxic. KB-3-1 viability, CellTiter-Glo ATP luminescence, 72 h; note: potency is the fitted concentration of half-maximal effect; % is set by controls: 0 for no effect and ±100 for the full control effect; nearly all actives have a fitted effect of over 60% in size
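KB-3-1 cells, DMEM (no phenol red) + 10% FBS; compound by pin transfer, 72 h, 37 °C. Readout: CellTiter-Glo luminescence after 10 min. Data normalized, curve-fitted.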
ATXN2 expr inh = Primary qHTS for Inhibitors of ATXN expression; HEK-293 ATXN2-luciferase reporter, luminescence, 24 h; Potency, µM (series often up to 57 µM), for inactives: at the highest dose activity change, negative = inhibition, usual class: inhibitors; actives 0.72% (n = 360,000); AID 1745845, 2022; note: potency is the fitted concentration of half-maximal effect; % is set by controls: 0 for no effect and ±100 for the full control effect; nearly all actives have a fitted effect of over 55% in size
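ATXN2-luciferase reporter cells (luciferase flanked by upstream and downstream ATXN2 gene portions) were treated 24 h at 37 °C with compounds at up to 57 uM. SteadyGlo luminescence gave expression; GF-AFC fluorescence gave viability.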
WRN inhibitor = qHTS for Inhibitors of WRN Helicase; AID 651768, 2012; Bifunctional 3'-5' exonuclease/ATP-dependent helicase WRN (Homo sapiens), Q14191; Potency, µM (doses to about 114 µM), inactives show top-dose activity change, negative = inhibition, actives largely listed as inhibitors; actives 0.46% (n = 360,000); WRN helicase unwinding, fluorescent forked duplex, kinetic; note: potency is the fitted concentration of half-maximal effect; % is set by controls: 0 for no effect and ±100 for the full control effect; nearly all actives have a fitted effect of over 55% in size
Target sequence (Q14191 whole entry, looked up): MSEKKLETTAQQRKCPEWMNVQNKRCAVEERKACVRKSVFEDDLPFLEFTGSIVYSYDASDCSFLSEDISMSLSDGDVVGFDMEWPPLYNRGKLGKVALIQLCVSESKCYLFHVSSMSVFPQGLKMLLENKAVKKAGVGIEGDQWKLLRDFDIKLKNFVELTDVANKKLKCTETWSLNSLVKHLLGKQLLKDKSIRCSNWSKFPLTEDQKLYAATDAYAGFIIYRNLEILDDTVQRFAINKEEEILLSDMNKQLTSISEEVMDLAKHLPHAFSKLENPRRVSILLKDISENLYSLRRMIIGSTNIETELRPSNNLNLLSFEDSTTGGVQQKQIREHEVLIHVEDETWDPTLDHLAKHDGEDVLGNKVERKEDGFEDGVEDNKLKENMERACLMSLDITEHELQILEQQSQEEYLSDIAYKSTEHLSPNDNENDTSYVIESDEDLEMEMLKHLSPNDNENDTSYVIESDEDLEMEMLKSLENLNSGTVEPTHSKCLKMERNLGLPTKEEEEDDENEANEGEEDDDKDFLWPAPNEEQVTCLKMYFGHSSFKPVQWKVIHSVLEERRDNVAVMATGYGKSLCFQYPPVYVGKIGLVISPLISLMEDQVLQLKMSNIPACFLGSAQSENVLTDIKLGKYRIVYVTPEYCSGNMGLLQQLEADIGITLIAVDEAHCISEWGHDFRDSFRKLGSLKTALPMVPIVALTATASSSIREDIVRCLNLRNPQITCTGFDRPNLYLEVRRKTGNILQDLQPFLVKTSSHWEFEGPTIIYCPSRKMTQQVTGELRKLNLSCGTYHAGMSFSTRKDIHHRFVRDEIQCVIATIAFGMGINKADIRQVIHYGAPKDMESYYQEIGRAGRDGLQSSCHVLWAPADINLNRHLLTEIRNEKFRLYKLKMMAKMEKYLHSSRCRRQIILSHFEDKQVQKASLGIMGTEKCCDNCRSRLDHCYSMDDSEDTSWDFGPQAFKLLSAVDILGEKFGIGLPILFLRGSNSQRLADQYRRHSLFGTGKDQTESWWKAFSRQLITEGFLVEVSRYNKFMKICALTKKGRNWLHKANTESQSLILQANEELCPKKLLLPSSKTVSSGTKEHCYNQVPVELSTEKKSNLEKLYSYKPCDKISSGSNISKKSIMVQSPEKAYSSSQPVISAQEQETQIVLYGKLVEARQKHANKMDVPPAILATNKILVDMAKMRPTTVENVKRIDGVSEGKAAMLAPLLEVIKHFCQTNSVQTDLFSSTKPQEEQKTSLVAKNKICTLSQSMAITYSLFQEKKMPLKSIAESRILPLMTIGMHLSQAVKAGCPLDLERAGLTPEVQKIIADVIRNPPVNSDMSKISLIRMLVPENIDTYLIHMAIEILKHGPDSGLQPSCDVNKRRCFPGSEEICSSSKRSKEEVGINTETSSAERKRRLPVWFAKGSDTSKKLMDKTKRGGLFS
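Kinetic red-fluorescence monitoring (525/598 nm) tracks WRN helicase activity after 100 nM fluorophore-quencher forked duplex and 2 mM ATP are added to 20 nM enzyme pretreated 15 min at room temperature with compound.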
* hit, by the source's call; i = inactive; ? = inconclusive; . = no result given; & = joins results of further samples; [ ] = dose if it differs, or a comment. Unless noted, calls come from the whole dose curve; as a rule, active = well fitted curve in the direction sought with a large enough effect; inconclusive = small, poorly fitted or top-dose-only effect, or another doubt; inactive = no such curve, though single readings can be large; an effect the other way counts as inactive or inconclusive.

SMILES	HT1080-NT tox	MCF10A rereplic	IL1B secr inh	HT1080 IDH1KD tx	SW480 rereplic	KB-V1 cytotox	KB-3-1 cytotox	ATXN2 expr inh	WRN inhibitor
COc1ccc(CCNS(=O)(=O)c2ccc3c(c2)CC(C)N3C(=O)C2CC2)cc1OC (configuration not stated)	7%	.	?	4%	.	?	-4%	.	0%
C=C[C@@]1(C)CC(=O)[C@]2(O)[C@@]3(C)[C@@H](O)CCC(C)(C)[C@@H]3[C@H](OC(C)=O)[C@H](O)[C@@]2(C)O1	-15%	2%	-21	-11%	2%	-2%	7%	13%	1%
COc1ccc(CN2CNc3c(c(=O)n(C)c(=O)n3C)C2)cc1	1%	0%	10	11%	-8%	-2%	-7%	3%	1%[57.1 µM]
O=C(CC(c1ccccc1)c1cc(Cl)ccc1O)NCCCN1CCOCC1 (configuration not stated)	-9%	1%	-10	5%	-2%	-17%	0%	-18%	-12%
C[C@@H]1CN([C@H](C)CO)C(=O)CCCn2nncc2CO[C@H]1CN(C)Cc1cccc(C(F)(F)F)c1	0%	.	-2	-11%	.	2%	-8%	-7%	-5%
CCn1c([N+](=O)[O-])nc2c1c(=O)[nH]c(=O)n2C	18µM*	5.8µM*	-99*	21µM*	8.2µM*	?	?	.	-6%
CCOC(=O)N1CCN(C(=O)c2cc3c(=O)[nH]c4ccccc4c3s2)CC1	2%	8%	-16	10%	1%	0%	1%	13%	2%
Cc1nn(C)c(Cl)c1/C=C/C(=O)O	13%	-7%	3	2%	-7%	10%	6%	-11%	2%
CCN1CCN(C2=C(Cl)C(=O)N(Cc3ccccc3)C2=O)CC1	4%	-5%	-21	0%	-2%	0%	?	14%	1%
CCOC(=O)Cc1cc(=O)n2[nH]c(-c3ccc(C)cc3)cc2n1	-3%	-1%	34	-2%[9.24 µM]	-1%	-2%	1%	17%	-17%[57.1 µM]
O=C(CNc1ccccc1Cl)c1ccc(Br)cc1	-10%	?	-77*	?	5%	0%	0%	-5%	-26%
CCCc1ccc(C(=O)NC(=O)c2ccccc2O)cc1	?	?	34	?	3%	?	?	?	-12%
COc1ccc(C(=O)N[C@H](C(=O)NCc2ccccc2)C(C)C)cc1	8%	6%	6	2%	-9%	0%	-5%	-3%	8%
O=C(COC(=O)c1ccc2c(c1)OCO2)NCc1ccc2c(c1)OCO2	15%	0%	15	6%	0%	5%	8%	-4%	-3%
C=C(C)c1sc(-c2ccccc2)nc1C	-6%	?	-13	2%	-7%	0%	?	-4%	4%
O=C1CN(S(=O)(=O)c2cc(Cl)ccc2Cl)c2ccccc2N1	10%	-3%	24	1%	-6%	-11%	19%	2%	-11%
OC(C#CCCN1CCCCC1)(c1ccccc1)c1ccccc1	7%	16%	.	9%	12%	?	-4%	-38%	5%
Cc1cscc1-c1ccc(C(=O)Nc2c(C)cccc2C)o1	-29%	.	?	?	.	5%	?	-28%	-10%
CC(C)(C)NC(=O)C[C@H]1C[C@H](C(=O)N2CCOCC2)[C@@]2(C)c3[nH]c4ccc(Cl)cc4c3CCN2C1=O	0%	-3%	-5	1%	14%	1%	-3%	9%	-2%
Cc1ccc(S(=O)(=O)Nc2ccc(O)c(S(=O)(=O)c3ccc(C)cc3)c2)cc1	-7%	-1%	i	-7%	-23%	-16%	1%	-2%	-9%
Cc1coc2cc3oc(=O)ccc3cc12	-2%	-2%	?	-1%	1%	-25%	0%	.	5%
NN=C(c1cccc([N+](=O)[O-])c1)c1cccc([N+](=O)[O-])c1	0%	?	2	0%	-47%[inhibitor]	0%	2%	-10%	-8%
CCc1ccc2oc(C(=O)NCC(c3ccc(OC)cc3)N3CCCCC3)c(C)c2c1 (configuration not stated)	8%	11%	-24	4%	6%	?	?	3%&2%	6%
COC(=O)C1=C(C)NC(C)=C(C(=O)OC)C1c1ccc(C)o1	17%	4%	10	24%	2%	18%	-1%	5%	3%
COc1ccc(NC(=O)C2CCCN2S(=O)(=O)c2ccc(Cl)cc2)cc1 (configuration not stated)	8%	-4%	12	0%	-6%	-18%	-14%	8%	4%

Additional compounds:
SMILES	HT1080-NT tox	MCF10A rereplic	IL1B secr inh	HT1080 IDH1KD tx	SW480 rereplic	KB-V1 cytotox	KB-3-1 cytotox	ATXN2 expr inh	WRN inhibitor
COC(=O)C1=C[C@@H](C(=O)OC)[C@@H]2C3=C(C(=O)C2(C)C)[C@H](C)n2c(=O)n(-c4ccccc4)c(=O)n2[C@@H]3C1	-1%	?	-6	4%	5.2µM*	0%	0%	16%	-8%
CC(=O)Nc1cc(O)cc(O)c1	19%	-6%	15	10%	7%	-7%	-16%	1%	-2%
COc1ccc(CNC2CCCC2)c(OC)c1OC	0%	3%	2	-5%	-5%[9.22 µM]	20%	20%	-15%	3%
O=C(O/N=C/c1cccc([N+](=O)[O-])c1)C1CC1	10%	-8%	-2	3%	-1%	2%	16%	-3%	-1%
O=C(O)CN(Cc1ccco1)S(=O)(=O)c1ccc(F)cc1	-8%	-3%	13	-3%	-4%	10%	17%	3%	-35%
C=CCN1C(=O)c2ccccc2Sc2ccc(C(=O)NCC(OC)OC)cc21	5%	-4%	-7	1%	-10%	0%	-6%	-10%	1%
COc1ccccc1Cn1c(C)c(C(=O)NCc2ccc3c(c2)OCCO3)sc1=O	3%	.	-2	1%	.	?	14%	-19%	10%[57.1 µM]
CCC[N+](CC#CCO)(CC#Cc1ccccc1)CCC	15%	1%	-3	15%	-7%	16%	-17%	-15%	-19%
CCOC(=O)c1c(S(=O)(=O)NCC(=O)N2CCN(c3ccc(OC)cc3)CC2)c(C)n(C)c1C	-1%	1%	?	-2%	2%	2%	-14%	-15%	-5%
O=C(CCCC(=O)OCC(F)(F)C(F)F)Nc1ccc(NC(=O)CCCC(=O)OCC(F)(F)C(F)F)cc1	3%	2%	12	-1%	9%	2%	4%	21%	-1%
CC[C@H](C)[C@H](NC(N)=O)C(=O)NCCc1ccc(OC)c(OC)c1	2%	0%	19	8%	-8%	-6%	-15%	-3%	8%
CCN1CCc2[nH]c3ccccc3c2C1	6%	5%	-9	-4%	14%	-10%	0%	.	-2%
CCS(=O)(=O)N1CCC(C(=O)NCc2cccc(OC)c2)CC1	-2%	2%	-5	0%	-16%	5%	5%	-10%	0%
CC(=O)N1CC23C=CC(CC2CC12CCCCCC2)O3 (configuration not stated)	4%	23%	-9	0%	9%	-22%	-1%	-16%	7%[57.1 µM]
CCNC(=O)COC(=O)C1C(C(=O)OCC)=C(C)NC(C)=C1C(=O)OCC	16%	4%	0	14%	0%	10%	13%	9%	-7%
O=C1CSC(=S)N1/N=C/c1c(F)cccc1F	9%	-4%	16	0%	-11%	-10%	0%	0%	-16%
Cc1ccc2nc(SCC(=O)Nc3cc(C)on3)c(C)cc2c1	-4%	?	-6	9%	-37%	-2%	3%	-17%	-2%[57.1 µM]
CS(=O)(=O)c1ccc(NC(=O)CCN2C(=O)NC3(CCCC3)C2=O)cc1	0%	0%	5	9%	1%	-10%	-1%	.	-4%
COc1cccc(NC(=O)c2cc3c(=O)n4ccccc4nc3n(CC(C)C)c2=N)c1	-1%	-1%	2	7%	-5%	10%	0%	-6%	0%
CC1=CC(=O)C=CC1(C)C(Cl)(Cl)Cl (configuration not stated)	23%	1%	9	13%	-8%	29%	16%	-2%	-2%
C(=N\C(/N=C/c1ccco1)c1ccco1)/c1ccco1	3%	17%	-4	-7%	-3%	1%	-1%	76%[activator]	?
CC(=O)Nc1ccc2nc(-c3cccn3C)[nH]c2c1	18%	-24%	-13	11%	2%[1.84 µM]	-8%	-4%	47%[activator]	3%[57.1 µM]
O=C(Oc1cccc(NC(=O)c2ccco2)c1)c1ccc(Br)c(S(=O)(=O)N2CCCCC2)c1	0%	-1%	16	5%	0%	4%	10%	7%	-10%
O=C1C2CCCN2C(c2ccc(F)cc2)N1c1cccc(Cl)c1 (configuration not stated)	-2%	-2%	20	-2%	1%	11%	-12%	-5%	-10%
Cc1noc(C)c1C(=O)N1CCN(Cc2ccccc2)CC1	11%	-1%	0	15%	-2%	0%	18%	3%	-5%

Going on with the list:
SMILES	HT1080-NT tox	MCF10A rereplic	IL1B secr inh	HT1080 IDH1KD tx	SW480 rereplic	KB-V1 cytotox	KB-3-1 cytotox	ATXN2 expr inh	WRN inhibitor
COc1ccccc1N(Cc1ccccc1)S(=O)(=O)c1cccc(C(=O)Nc2ncccc2C)c1	-5%	15%	-3	-6%	3%	?	-3%	-22%	-9%
NC(=O)c1nsc(C(=O)N(Cc2cccnc2)C(C(=O)NCc2ccccc2)c2ccc(O)cc2)c1N (configuration not stated)	3%	-4%	-13	3%	-2%	4%	22%	2%	-6%
CCOC(=O)c1c(C)[nH]c(C)c1C(=O)COC(=O)c1cccc(S(=O)(=O)N(CC)CC)c1	0%	?	-12	-11%	9%	-12%	2%	-16%	-13%
Cc1ccc(CNn2cnnc2SCc2ccc(F)cc2)cc1	-27%	4%	-9	?	6%	15µM*	?	-1%	0%
Cc1csc(NC(=O)CCC(=O)N(CC(=O)NC2CCCC2)Cc2ccccc2)n1	-1%	8%	-8	0%	-2%	3%	-5%	-1%	-13%
CSc1ccc(NC(=O)NCc2ccccc2)cc1	0%	-1%	-14	12%	-3%	0%	0%	0%	?
